Compound activity: PubChem, National Center for Advancing Translational Sciences (NCATS)
GALK inh – galactokinase (human) inhibition; actives 0.007% (n = 270,000); Potency, µM (series often up to 57.5 µM), inactives show top-dose activity change, negative = inhibition, hits mostly inhibitors; Purified GALK, Kinase-Glo residual ATP luminescence; further: potency means the concentration at half of the fitted maximal effect; on the % scale 0 is the no-effect control and ±100 the full control effect
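5 nM enzyme, 35 uM ATP, 100 uM galactose, 20 mM HEPES pH8.0, 5 mM MgCl2; 1 h RT; residual ATP by Kinase-Glo Plus luminescence, qHTS format.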
Menin MLL FP TR – displaces Texas Red mutant MLL peptide from human menin; O00255; Menin + Texas Red MLL mutant peptide, fluorescence polarization; Potency, µM (titrated, usually from 61.6 µM), for inactives: top-dose FP activity change, negative = inhibition, hits mostly inhibitors; actives 0.23% (n = 270,000); AID 1768; active means well fitted inhibition curve with a large enough effect in the polarisation, with a control signal flat, not every such curve was filed as active; inconclusive means small, poorly fitted or top-dose-only effect, or effect the other way, or a change in a side signal; inactive means no such curve, though single readings can be large or run the other way; the % refers to the polarisation; further: potency means the concentration at half of the fitted maximal effect; % of control where 0% means no effect; many of its hits are not listed in these tables
hERG WT inh – KCNH2 (human, wildtype) channel inhibition | Q12809 | U2OS, BacMam KCNH2, thallium flux FluxOr; stronger effect = lower value | activity change, % at 1.84 µM | actives 0.37% (n = 340,000);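 active means maximum activity change below -70%; inconclusive means maximum activity change between -70% and -50%; inactive means maximum activity change above -50%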; further: on the % scale 0 is the no-effect control and ±100 the full control effect
Target sequence (Q12809 whole entry, looked up): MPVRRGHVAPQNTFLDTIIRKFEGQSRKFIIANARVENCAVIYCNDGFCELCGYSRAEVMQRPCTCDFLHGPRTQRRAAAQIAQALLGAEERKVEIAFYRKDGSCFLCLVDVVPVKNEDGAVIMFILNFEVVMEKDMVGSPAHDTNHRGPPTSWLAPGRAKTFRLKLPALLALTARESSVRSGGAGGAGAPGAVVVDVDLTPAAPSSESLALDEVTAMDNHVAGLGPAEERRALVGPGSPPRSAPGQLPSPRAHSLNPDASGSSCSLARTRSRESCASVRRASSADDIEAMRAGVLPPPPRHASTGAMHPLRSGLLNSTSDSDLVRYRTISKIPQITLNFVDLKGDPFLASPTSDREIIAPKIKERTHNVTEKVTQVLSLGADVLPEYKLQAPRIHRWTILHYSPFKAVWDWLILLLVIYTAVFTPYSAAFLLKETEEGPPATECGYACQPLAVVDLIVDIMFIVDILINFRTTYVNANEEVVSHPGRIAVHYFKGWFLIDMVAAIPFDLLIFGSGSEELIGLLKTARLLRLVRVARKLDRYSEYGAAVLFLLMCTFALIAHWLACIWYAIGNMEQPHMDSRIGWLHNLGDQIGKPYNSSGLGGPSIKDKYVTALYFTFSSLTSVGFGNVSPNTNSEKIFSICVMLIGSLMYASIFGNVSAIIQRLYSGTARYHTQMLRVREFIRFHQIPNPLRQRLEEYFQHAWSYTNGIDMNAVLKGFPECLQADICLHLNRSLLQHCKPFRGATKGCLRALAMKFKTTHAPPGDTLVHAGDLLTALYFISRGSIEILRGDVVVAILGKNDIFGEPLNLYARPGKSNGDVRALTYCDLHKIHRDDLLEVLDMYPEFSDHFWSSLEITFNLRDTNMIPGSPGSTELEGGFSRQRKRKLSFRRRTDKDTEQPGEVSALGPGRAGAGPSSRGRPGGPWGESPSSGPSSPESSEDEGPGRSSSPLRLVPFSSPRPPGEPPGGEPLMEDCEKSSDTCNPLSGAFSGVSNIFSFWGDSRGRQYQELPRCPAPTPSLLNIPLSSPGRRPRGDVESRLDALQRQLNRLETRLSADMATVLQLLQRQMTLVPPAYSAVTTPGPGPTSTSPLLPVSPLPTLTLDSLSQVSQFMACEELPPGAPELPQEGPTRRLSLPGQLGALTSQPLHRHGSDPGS
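U2OS cells transduced with wild-type KCNH2 virus are loaded with FluxOr dye for 45 min, and thallium flux is measured in kinetic reads before and after stimulation buffer. Rate constants are normalized to DMSO controls.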
TRPV1 ag – activates the human vanilloid receptor TRPV1; Q8NER1; TRPV1-expressing cells, Fluo-8 calcium influx, agonist mode; activation, % at 8.33 µM; actives 0.19% (n = 320,000); in the data active means activation above about 80%; inconclusive means between about 30% and that limit; further: 0% is about no effect
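Cells expressing TRPV1 were dye-loaded with Fluo-8 and read kinetically: 10 s baseline, 3 min after compound (agonist portion), then 2 min after EC20 capsaicin (allosteric enhancer portion). Calcium-bound dye fluorescence at 480/520 nm.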
PKM2 activator – PKM2 (human) enzyme activation | purified PKM2, Kinase-Glo ATP luminescence, activation; response scale: 0% is enzyme alone, no compound | actives 0.34% (n = 260,000) | Potency, µM (highest dose often 57.5 µM), without a hit: at the highest dose activation, hits mostly activators; further: potency means the concentration at half of the fitted maximal effect; on the % scale 0 is the no-effect control and ±100 the full control effect; nearly all actives have a fitted effect of over 55% in size
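Kinase-Glo luminescence reports ATP generated from ADP (0.1 mM) and PEP (0.5 mM) by purified hPK-M2 after 1 h at room temperature, pH 7.2 imidazole buffer; intermediate enzyme activity allows detecting inhibitors and activators.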
MLL CXXC-DNA inh – inhibitors of human MLL CXXC domain-DNA interaction; actives 0.037% (n = 290,000); AID 2662; Potency, µM (series often up to 115 µM), inactives show at the highest dose activity change, negative = inhibition, most hits filed as inhibitors; MLL-CXXC / FITC-HOXA9 DNA fluorescence polarization; active means well fitted inhibition curve with a large enough effect in the polarisation, with a control signal flat, not every such curve was filed as active; inconclusive means small, poorly fitted or top-dose-only effect, or effect the other way, or a change in a side signal; inactive means no such curve, though single readings can be large or run the other way; the % refers to the polarisation; further: potency means the concentration at half of the fitted maximal effect
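Steps: dispense CXXC domain solution (7 uM) → pin compounds or unlabeled HOX-A9 DNA control → 5 min ambient → add FLSN-HOX-A9 solution (50 nM) → spin → 30 min ambient → fluorescence polarization. Tris pH 7.5/NaCl/DTT/BSA buffer.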
B2AR arrestin – agonists driving beta-arrestin recruitment to human beta2-adrenergic receptor | Potency, µM (top dose mostly 46.1 µM), for the others: top-dose activation, actives largely listed as activators | AID 492947 | actives 0.02% (n = 330,000) | P07550 | beta-arrestin recruitment to beta2AR, cell-based reporter;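 further: potency means the concentration at half of the fitted maximal effect; 0% = DMSO controls and full agonism = EC100 isoproterenol or metaproterenol; nearly all actives have a fitted effect of over 65% in size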
USP2a block – blocks human ubiquitin-specific protease USP2a. USP2 core, Ub-CHOP2 coupled fluorogenic reporter, 485/531. actives 0.01% (n = 330,000). Potency, µM (top dose mostly 38.3 µM), without a hit: top-dose activity change, negative = inhibition, actives largely listed as inhibitors. AID 463254;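 further: potency means the concentration at half of the fitted maximal effect; plate controls were DMSO wells for no effect and full inhibition by NEM control for full effect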
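Deubiquitinase activity read as fluorescence (485/531 nm) after Ub-CHOP2 cleavage activates the enterokinase reporter on its substrate; USP2 core 10nM, Ub-CHOP2 and substrate 25nM each, 30min compound preincubation then 60min RT; data normalized to NEM, curves fitted.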
Giardia kill – kills Giardia lamblia; Giardia lamblia trophozoite viability; activity change, % at 7.66 µM, hits read low; actives 0.15% (n = 340,000); AID 540267; in the data active means activity change below about -80%; inconclusive means between about -30% and that limit;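 further: parasites exposed to compound for two days anaerobically before the ATP read; on the % scale 0 is the no-effect control and ±100 the full control effect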
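Trophozoites 100 cells/well + cpd; 48 hrs, 37 deg C, anaerobic. ATPLite 1-Step added, 15-30 min RT, luminescence read (ATP-based viability).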
FBPA coupling cs – counter-screen for Giardia aldolase inhibitors: coupling enzyme system | coupling enzyme system counterscreen, AmpLite Red fluorescence | activity change, negative = inhibition, % at 58.2 µM, hits read low | actives 0.67% (n = 290,000); in the data active means activity change below about -30%; further: on the % scale 0 is the no-effect control and ±100 the full control effect
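Counterscreen of the coupled detection system alone, without aldolase: glyceraldehyde-3-phosphate coupling enzymes plus AmpLite Red readout. Compounds at 57.5 uM final, 10 min RT preincubation, 20 min RT reaction, fluorescence 525/598 nm.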
KCNH2 3.1 inh – KCNH2 3.1 (human) potassium channel inhibition | U2OS KCNH2 3.1, thallium flux FluxOr; stronger effect = lower value | activity change, % (tested at about 1.8 µM) | actives 0.95% (n = 340,000) | AID 720553;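 active means maximum activity change below -70%; inconclusive means maximum activity change from -70% to -50%; inactive means maximum activity change above -50%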;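 further: thallium influx rate constant from kinetic fluorescence after stimulation buffer; on the % scale 0 is the no-effect control and ±100 the full control effect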
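FluxOr-based Tl+ influx in U2OS cells transduced with KCNH2 3.1 virus; rate constants normalized to DMSO controls.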
The depositor's hits bear a star; i = inactive; ? = inconclusive; . = not tested or not shown; [ ] = remark or other dose. Unless noted, the call rests on the fitted dose curve; in most records, active means well fitted curve in the direction sought with a large enough effect; inconclusive means small, poorly fitted or top-dose-only effect, or another doubt; inactive means no such curve, though single readings can be large; an effect the other way counts as inactive or inconclusive. Not all compounds are listed, so the mix of outcomes need not match the whole.

SMILES	GALK inh	Menin MLL FP TR	hERG WT inh	TRPV1 ag	PKM2 activator	MLL CXXC-DNA inh	B2AR arrestin	USP2a block	Giardia kill	FBPA coupling cs	KCNH2 3.1 inh
CN(C)/C=C/C(=O)c1ccc(Br)cc1	0.2%	-12.8%	i	2.5	-5.1%	-9.2%	0.3%	-0.3%	-6.5	2.9	13.8
CC(C)c1ccc(CNc2ncc(Br)cn2)cc1	.	13.3%	-7.2	7.3	.	-16.6%	-1.1%	3.1%	-3.0	1.8	-7.8
O=C(COc1ccc(Br)cc1)NCCN1CCCC1	-1.1%	1.0%	-5.3	-2.2	-0.2%	-6.9%	-0.3%	-0.6%	30.9[activator]	-2.7	5.9
CCOc1ccccc1C(=O)OCC(=O)Nc1cccc(S(=O)(=O)N2CCCC2)c1	.	.	-6.7	.	.	.	-0.3%	1.9%	-7.3	.	1.0
CC(C(=O)NCC1CCCCC1)N1CCN(S(=O)(=O)c2cccs2)CC1 (stereo not given)	.	.	0.1	0.2	.	.	-0.3%	-1.4%	-10.0	.	-5.6
CS(=O)(=O)Nc1ccc(C(=O)NC2CC3CCC2C3)cc1 (stereo not given)	-1.9%	.	-15.7	3.2	-1.4%	0.2%	-0.2%	3.0%	-22.1	1.1	6.1
O=S(=O)(NC1CC1)c1ccc(S(=O)(=O)N2CCCc3ccccc32)cc1	2.1%	3.7%	23.0	9.6	0.8%	12.1%	-0.3%	2.9%	-10.0	1.6	-26.8
CCCC/S(C)=N/S(=O)(=O)c1ccc(C)cc1 (stereo not given)	1.1%	3.8%	-1.2	2.9	1.4%	12.0%	4.8%	2.2%	-20.7	-0.1	5.3
CCN1C(=NCc2cc(OC)c(OC)c(OC)c2)N[C@@H](c2cccc(F)c2)C(C(=O)OC)=C1C	.	-0.8%	.	7.5	4.0%	-10.2%	0.0%	-7.3%	.	-3.0	.
C=CCn1c(SCCN2CCOCC2)nc2c1c(=O)[nH]c(=O)n2C	0.2%	-0.8%	-0.4	-1.7	-3.0%	-6.6%	-0.3%	1.8%	3.2	3.2	17.9
CC(C)C(=O)Nc1ccc(-c2nc3ncccc3o2)cc1	-2.1%	4.2%	-11.3	0.5	-0.6%	5.4%	-0.8%	0.3%	-15.3	-0.6	10.1
O=C(Nc1ccccc1F)N(Cc1ccc(F)cc1)Cc1nc2ccccc2c(=O)[nH]1	8.2%	10.9%	-2.4	-6.4	-4.6%	-4.6%	0.3%	5.2%	-1.9	4.4	3.0
CC(Sc1nnc2ccccn12)C(=O)Nc1ccc2c(c1)OCCO2 (stereo not given)	0.2%	-0.6%	-1.7	1.3	-0.5%	5.0%	0.1%	-3.4%	8.3	-4.7	-15.6
CCCCn1c(N)c(N(C)C(=O)C2CCCC2)c(=O)[nH]c1=O	.	.	9.0	-1.7	.	.	0.0%	0.5%	0.9	.	-7.4
Cc1cccc(-n2ncc(C#N)c2N)c1	1.5%	-10.7%	11.9	4.9	-4.6%	11.2%	-0.1%	4.2%	4.1	1.1	16.0
Cc1c(CN(C)C)c2c(n1Cc1ccccc1)C(=O)c1ccccc1-2	0.4%	.	-18.8	6.1	14.5%	?	0.0%	-0.9%	10.6	1.7	?
Cc1ccccc1CN(c1ccc(C(=O)Nc2cccnc2)cc1)S(C)(=O)=O	0.9%	-1.9%	-0.3	28.1	4.1%	4.3%	-0.1%	-0.4%	-4.8	4.4	.
COc1ccc(N2C(=O)CC(NCc3ccncc3)C2=O)cc1 (stereo not given)	0.1%	3.8%	1.9	2.1	12.5%	3.3%	-0.5%	-1.1%	6.0	-6.5	4.0
CCS(=O)(=O)c1ccc(S(=O)(=O)CC)s1	0.9%	-13.3%	-8.2	-7.5	-4.3%	8.3%	-0.1%	0.9%	7.2	0.7	13.0
O=C(O)C1CCCN(S(=O)(=O)c2ccc(F)cc2)C1 (stereo not given)	-2.9%	-0.6%	13.3	-6.3	-2.6%	0.4%	-0.5%	2.0%	1.4	4.2	9.6
COc1cccc(-c2nn3c(-c4ccco4)nnc3s2)c1	9.7%	-2.0%	8.5	-3.8	26.8%	-16.3%	-0.1%	-0.3%	-11.3	-0.2	-6.0
COC(=O)CN(c1ccc2c(c1)OCO2)S(=O)(=O)c1c(C)[nH]c(=O)[nH]c1=O	7.2%	3.6%	9.0	1.0	-2.1%[0.46 µM]	30.4%[activator]	0.0%	1.3%	-4.8	3.5	-1.8
CCOC(=O)c1c(NC(=O)C(C)Sc2cccc[n+]2[O-])sc2c1CCN(Cc1ccccc1)C2 (stereo not given)	0.0%	-15.9%	-1.5	4.5	1.1%	4.6%	-0.8%	1.3%	7.3	-0.7	-1.3
Cn1ncc(Br)c1C(=O)N/N=C/c1cccc(OC2CSC2)c1	2.9%	-0.2%	-5.5	-11.9	-0.3%	8.4%	-0.4%	1.7%	9.6	0.7	-19.2
CC(=O)N1CCCc2cc(S(=O)(=O)N3CCCC(C(=O)Nc4ccccc4C)C3)ccc21 (stereo not given)	1.4%	-14.6%	-14.1	2.3	-1.1%	9.8%	-0.4%	0.9%	-7.2	-0.1	-3.5
CCN(CC)c1nc(C(F)(F)F)nc2c1nnn2Cc1ccccc1	2.1%	-6.9%	12.0	7.1	-2.0%	4.5%	-0.2%	0.3%	7.4	-1.7	-6.6
Cc1ccc(C2C(=O)N(C3CCCC3)CC(=O)N2CC2COc3ccccc3O2)cc1 (stereo not given)	-0.6%	11.2%	34.6	?	0.7%	-5.3%	-0.9%	-0.5%	-27.2	.	-14.4
COc1ccccc1C(=O)NCCCNC(=O)c1cnccn1	-1.0%	-0.6%	-3.4	1.0	-0.7%	1.2%	-0.1%	-0.8%	21.4	-0.5	15.8
COc1cc(CCCN2CCNC[C@@H]2Cc2ccc(O)cc2)cc(OC)c1OC	.	.	11.1	-0.9	.	.	-0.1%	1.3%	-22.0	.	-11.9
COc1ccc(C)cc1NC(=O)CN1C(=O)COc2ccc(S(=O)(=O)N3CCC(C)CC3)cc21	-6.7%	21.8%	-5.8	?	.	46.5%[activator]	-0.6%	-0.9%	-1.7	-0.7	20.2
Cc1cccc(OCc2nnc(SCC(=O)c3ccccc3)o2)c1	0.6%	5.8%	3.5	11.1	6.2%	7.8%	-1.8%	0.5%	7.4	-1.8	12.1
CN1CCN(S(=O)(=O)c2ccc(N)cc2)CC1	0.0%	17.4%	-13.3	-1.2	3.1%	-1.1%	-0.3%	-0.6%	6.5	0.1	18.0
O=C(CSc1cn(CC(=O)N2CCCCCC2)c2ccccc12)NCC1CCCO1 (stereo not given)	0.5%	2.3%	5.8	-0.5	-2.2%	-3.1%	0.1%	2.3%	-3.3	-1.1	8.4
CCC(C)NC(=O)Cn1cc(S(=O)(=O)N2CCCC2)c(S(=O)(=O)N2CCCC2)c1 (stereo not given)	-7.8%	.	8.1	-3.3	.	1.1%	-0.9%	0.4%	-6.3	.	-0.7
O=C(Nc1cccc([N+](=O)[O-])c1)N1CCCc2ccccc21	-9.7%	0.3%	-4.3	11.3	2.1%	3.8%	-1.1%	3.3%	-0.4	0.6	14.0
COc1ccc(Cc2nnc(SCC(=O)c3c(N)n(C4CC4)c(=O)[nH]c3=O)o2)cc1	.	.	-0.1	0.1	.	.	0.1%	8.8%	-4.3	.	3.8
O=C(NCC1CCCN1S(=O)(=O)c1cccs1)C(=O)Nc1ccccc1Cl (stereo not given)	.	.	-16.1	9.2	.	.	-0.3%	-0.8%	0.2	.	-1.6
O=[N+]([O-])c1cc(C(F)(F)F)cc([N+](=O)[O-])c1NCCCN1CCOCC1	-0.9%	-19.8%	-2.2	-0.4	0.1%	-4.7%	0.0%	-0.3%	-7.2	-3.8	-6.6
CCOC(=O)c1oc2cc(O)ccc2c(=O)c1-c1csc(C)n1	-1.7%	0.2%	-3.6	2.8	-4.8%	-3.5%	0.0%	-2.5%	-11.8	8.4	7.3
COc1ccc2c(c1OC)C(=O)N1N=C(c3ccc(F)cc3)CC21 (stereo not given)	-3.4%	-12.7%	.	5.1	-3.5%	5.6%	0.0%	0.0%	-6.4	2.6	-3.1
Cc1onc(-c2c(F)cccc2Cl)c1C(=O)N1CCOC12CCCCC2	1.1%	7.5%	-1.5	?	5.1%	-0.8%	-0.2%	7.7%	8.8	2.4	-0.8
O=C(CSc1nnc(CNC(=O)c2ccccc2F)o1)Nc1ccc2c(c1)OCO2	-3.0%	-2.3%	20.0	0.3	2.7%	2.0%	-0.7%	-5.5%	-18.5	1.8	34.7
